# Source: PubChem BioAssay (Sanford-Burnham Center for Chemical Genomics)
# CCR6 antag: CCR6 receptor antagonists, primary screen, cell-based, CHO-K1, luminescence, beta-arrestin, uHTS; C-C chemokine receptor type 6 (Homo sapiens), P51684; CHO-K1 CCR6 PathHunter beta-arrestin, CCL20-stimulated; inhibition, % at 20 µM; actives 0.49% (n = 340,000); AID 493098, 2011;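 active means compounds whose inhibition of the agonist-driven luminescence signal at 20 µM reaches about 50%, limit read from the data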;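 further: cells stimulated with CCL20 at 14 nM final; plate controls were DMSO with CCL20 for no effect and DMSO without agonist for full effect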
# Target sequence (P51684 whole entry, looked up): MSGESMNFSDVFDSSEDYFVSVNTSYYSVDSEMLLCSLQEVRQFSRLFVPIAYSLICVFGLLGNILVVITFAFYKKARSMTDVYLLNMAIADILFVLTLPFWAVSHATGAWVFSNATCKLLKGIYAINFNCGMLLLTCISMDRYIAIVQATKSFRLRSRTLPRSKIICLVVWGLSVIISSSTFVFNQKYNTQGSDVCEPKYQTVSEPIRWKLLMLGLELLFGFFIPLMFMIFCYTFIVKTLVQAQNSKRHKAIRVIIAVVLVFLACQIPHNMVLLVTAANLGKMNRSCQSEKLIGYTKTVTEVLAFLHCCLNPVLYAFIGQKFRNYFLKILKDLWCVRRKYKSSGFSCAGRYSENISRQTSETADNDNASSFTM
# CXCR6 inh: CXCR6 receptor inhibitors, primary screen, cell-based, beta-arrestin, luminescence, CHO-K1 PathHunter, 1536-well. AID 602244, 2012. inhibition, % at 20 µM. C-X-C chemokine receptor type 6 (Homo sapiens), O00574. actives 0.36% (n = 360,000); in the data active means inhibition above about 34%, passing the limit was not always enough;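 further: antagonist mode with CXCL16 agonist at 10 nM final; 0% = 10 nM CXCL16 with DMSO and 100% = unstimulated wells without agonist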
# Target sequence (O00574 whole entry, looked up): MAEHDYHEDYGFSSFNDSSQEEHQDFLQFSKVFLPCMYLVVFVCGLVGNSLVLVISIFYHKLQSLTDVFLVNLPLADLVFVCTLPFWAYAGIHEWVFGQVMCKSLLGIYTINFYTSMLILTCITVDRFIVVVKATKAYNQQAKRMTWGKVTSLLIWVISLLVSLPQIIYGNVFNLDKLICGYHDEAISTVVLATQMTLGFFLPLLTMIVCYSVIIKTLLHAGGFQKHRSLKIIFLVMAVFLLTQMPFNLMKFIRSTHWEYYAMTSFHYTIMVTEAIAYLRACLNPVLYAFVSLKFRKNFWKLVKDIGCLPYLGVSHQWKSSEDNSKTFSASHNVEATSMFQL
# UPR CHOP act: activators of apoptotic CHOP UPR arm, primary screen, cell-based, CHO-CHOP luciferase reporter, luminescence, uHTS; UPR activation; percent of tunicamycin response over DMSO baseline; activation, % at 10 µM; actives 0.34% (n = 330,000);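 active means at 10 µM dose, activation of 40% or more, normalized to positive control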;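 further: 100% = tunicamycin at 10 µg/mL and 0% = DMSO alone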
#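 measured by = luciferase luminescence | assay system = CHO-CHOP cells, stable luciferase reporter of PERK-eIF2a-CHOP signalling | amount = 500 reporter cells seeded per well | timing = 6 h compound exposure at 37 °C after overnight seeding | controls = positive tunicamycin 10 µg/mL, negative DMSO alone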
# EBI2 block: EBI2 receptor antagonists, beta-arrestin recruitment, primary screen, cell-based, luminescence, 7a,25-OHC stimulation, uHTS | G-protein coupled receptor 183 (Homo sapiens), P32249 | 7a,25-OHC stimulated | inhibition, % at 5 µM | actives 0.81% (n = 360,000) | AID 651636, 2012; in the data active means inhibition above about 38%;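 further: enzyme fragment complementation signal reports receptor beta-arrestin coupling in cells; 0% = agonist plus DMSO wells and 100% = wells without agonist; some results beyond the cut were filed as inactive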
# tim23-1 inh: growth inhibitors of tim23-1 mutant yeast, primary screen, luminescence, uHTS; inhibition, % at 20 µM; actives 1.3% (n = 330,000); S. cerevisiae tim23-1 growth, BacTiter-Glo luminescence, 24 h;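 active means growth inhibition of the mutant yeast at or above 50%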;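 further: temperature-sensitive mutant grown at 25 °C; plate controls were DMSO-treated mutant yeast for no effect and medium wells lacking yeast for full effect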
# Mdm2 MdmX PPI: inhibitors of human Mdm2-MdmX association, primary screen, cell-based, luminescence, split luciferase, SaOS-2, uHTS | Protein Mdm4 (Homo sapiens) + E3 ubiquitin-protein ligase Mdm2 (Homo sapiens), … | SaOS-2 split-luciferase Mdm2/MdmX complementation | inhibition, % at 8 µM | actives 3% (n = 330,000) | AID 485346, 2010;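 active means inhibition of at least 50% at 8 µM in the primary screen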
# APJ antagonist: antagonists of human apelin receptor APJ, primary screen, CHO-K1 cells, beta-arrestin complementation, luminescence | actives 0.32% (n = 330,000) | inhibition, % at 20 µM | AID 2521, 2010;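 active means inhibition above about 40% at 20 µM, limit read from the data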;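 further: cells challenged with 10 nM apelin-13 agonist together with compound; plate controls were apelin-13 plus DMSO wells for no effect and DMSO wells lacking apelin-13 for full effect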
# Target sequence (P35414 whole entry, looked up): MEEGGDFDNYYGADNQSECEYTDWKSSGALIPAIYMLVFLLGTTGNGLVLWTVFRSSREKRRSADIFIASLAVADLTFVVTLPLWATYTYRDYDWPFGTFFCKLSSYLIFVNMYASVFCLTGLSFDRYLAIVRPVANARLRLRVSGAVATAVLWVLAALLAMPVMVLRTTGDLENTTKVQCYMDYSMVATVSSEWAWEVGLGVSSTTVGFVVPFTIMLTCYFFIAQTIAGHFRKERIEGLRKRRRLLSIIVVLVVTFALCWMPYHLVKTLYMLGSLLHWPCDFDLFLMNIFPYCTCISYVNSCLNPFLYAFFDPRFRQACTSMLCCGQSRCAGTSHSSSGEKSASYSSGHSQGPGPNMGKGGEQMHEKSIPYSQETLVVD
# XBP1 UPR activ: activators of adaptive XBP1 UPR arm, primary screen, cell-based, CHO-XBP1 luciferase reporter, luminescence, uHTS; AID 463104, 2010; IRE1-XBP1 UPR activation; percent of tunicamycin response, DMSO as zero; actives 0.33% (n = 330,000); activation, % at 20 µM;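 active means versus positive control, 20 µM dose yields 30% or more activation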;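 further: 100% = tunicamycin at 10 µg/mL and 0% = DMSO only wells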
#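 Signal: luciferase luminescence; Assay system: CHO-XBP1 luciferase reporter cells; Amount: one thousand reporter cells per well; Dosing: 20 µM single concentration, DMSO 1%; Benchmarks: high control tunicamycin 10 µg/mL final, low control DMSO vehicle only; Schedule: 6 h compound exposure at 37 °C, 5% CO2; Evaluation: percent activation relative to tunicamycin reference.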
# APJ agonist: agonists of human apelin receptor APJ, primary screen, CHO-K1 cells, PathHunter beta-arrestin, luminescence | 0% DMSO wells, 100% apelin | activation, % at 20 µM | actives 0.11% (n = 330,000) | AID 2520, 2010;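 active means activation more than six SD over the plate average, tested at 20 µM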;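 further: 0% = DMSO alone and 100% = apelin-13 at 10 nM; some results filed as inactive read as strong as hits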
#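 Material: CHO-K1 APJ beta-arrestin complementation cell line; Input: cell density 1000 per well; Incubation: compound stimulation 90 min at 25 °C, detection 60 min; Signal: luminescence from split beta-galactosidase complementation, Galacton Star/Emerald II substrate; Controls: DMSO-only wells as negative, 10 nM Apelin-13 as positive control.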
# Numbers without * were called inactive.
SMILES,CCR6 antag,CXCR6 inh,UPR CHOP act,EBI2 block,tim23-1 inh,Mdm2 MdmX PPI,APJ antagonist,XBP1 UPR activ,APJ agonist
CC1CN(C(=O)N2c3ccccc3Sc3ccccc32)CC(C)O1 (stereo unspecified),21,8,1.9,12,34,4,10,-3,-3
CCOC(=O)CNC(=O)CSc1ncnc2c1cnn2-c1ccc(C)cc1,-6,-1,2.1,-3,6,-15,-6,0,3
CC(C(=O)N1CCc2ccccc21)N1CCc2ccccc2C1 (stereo unspecified),11,-3,0.2,-8,13,8,-7,2,-6
COCCNC(=S)NNC(=O)c1ccco1,6,-3,0.1,-5,2,-6,-12,3,-3
O=C(NCc1ccco1)C1CCN(S(=O)(=O)N2CCOCC2)CC1,-4,2,0.5,-2,-9,-23,-1,3,-4
Cc1cc(NC(=O)CSc2cn(CCNC(=O)c3ccc(Cl)cc3)c3ccccc23)no1,23,-3,-0.7,-8,24,4,15,-4,3
COc1ccc(CNCc2ccncc2)cc1OC,11,3,-1.0,-4,-1,17,-28,-3,5
O=C(CSCc1ccccc1)Nc1cccc(C(=O)Nc2ccc(C(=O)O)cc2)c1,16,-10,6.1,-5,8,17,20,-2,0
O=C(COC(=O)/C=C/c1cccc(Cl)c1)Nc1c(F)cccc1F,14,-5,1.4,7,-3,1,-4,-1,-4
CC1(C)CC2(CCCN(C(=S)Nc3ccccc3)C2)CCO1 (stereo unspecified),8,-3,0.2,-15,11,20,-4,-4,1
COc1cc(C(=O)OCc2cc(=O)n3ccsc3n2)ccc1OC(C)C,-3,-10,2.7,-2,19,-19,8,2,-1
O=C(Nc1cccc2ccccc12)c1nn(C23CC4CC(CC(C4)C2)C3)cc1[N+](=O)[O-],6,6,1.1,12,48,9,-1,1,-4
CC(C)Oc1ccc(S(=O)(=O)N2CCOCC2)cc1NC(=O)C1CSC2(C)CCC(=O)N12 (stereo unspecified),1,-4,0.9,4,3,16,3,-3,-8
Cc1ccc(CNC(=O)CCn2cc(-c3ccc(C)cc3)nc2-c2ccncc2)cc1,-4,-3,-0.1,5,11,4,-1,0,0
CCc1noc(C)c1C(=O)N1CCN(S(=O)(=O)c2ccc(C)cc2C)CC1,5,-1,0.5,5,10,17,8,0,-3
CCc1[nH]nc2c1C(c1ccc(C)o1)C(C#N)=C(N)O2 (stereo unspecified),-5,-2,-1.8,-14,-2,11,11,-2,-2
CC(C)Cn1c2c(c(O)c(C(=O)Nc3nc4ccccc4s3)c1=O)CCCC2,3,-4,2.4,-4,4,27,1,-2,-2
Cc1cc(-c2ccccc2)nc2oc3c(c12)NC(=O)CN(c1ccccc1)C3=O,11,8,0.7,-4,6,12,29,4,-1
O=C(CN1CCN(c2ncc(C(F)(F)F)cc2Cl)CC1)NC(=O)NCc1ccccc1,-1,5,-0.5,2,5,-25,-5,-5,2
COc1ccc(N2CCN(C(=O)CSc3ccc([N+](=O)[O-])cc3)CC2)cc1,12,2,-2.9,34,34,-15,-9,-2,2
COc1cc(/C=C/C(=O)OC(C)C(=O)Nc2c(C)n(C)n(-c3ccccc3)c2=O)ccc1OCC#N (stereo unspecified),5,7,-2.4,0,4,8,-4,-1,-1
Cc1ccnc(NS(=O)(=O)c2ccc(NC(=O)Cc3c(F)cccc3Cl)cc2)n1,6,4,1.0,6,4,10,18,2,-1
CC(=O)Nc1cc(C)nn1-c1nc2ccccc2s1,2,1,-2.1,-3,30,14,-22,-1,0
O=C(COC(=O)CCCN1C(=O)c2cccc3cccc(c23)C1=O)Nc1ccc(Cl)cc1,15,2,-0.8,-10,12,2,5,0,-3
O=C(NCCc1csc(-c2cccnc2)n1)c1ccco1,3,2,0.2,3,10,12,7,2,0
COc1ccc(C(=O)N/C(=C\c2cn(C)c3ccccc23)C(=O)N2CCN(C)CC2)cc1OC,10,1,-0.1,2,4,29,2,-2,-4
CC(=O)c1ccc(N2CCN(S(=O)(=O)c3ccc(-c4cnc(C5CC5)o4)cc3)CC2)cc1,-1,-13,1.7,0,-4,30,20,23,11
CCOC(=O)C1=C(C)N(C)C(=S)NC1c1c(OCC)ccc2ccccc12 (stereo unspecified),21,7,0.5,17,-8,11,8,0,-3
Oc1ccc(-c2cn3ccccc3n2)cc1O,5,-6,155*,12,-3,-41,8,-1,1
CC(C)(C)OC(=O)CNC(=O)c1[nH]cnc1C(=O)NC(c1ccccc1)c1ccccc1,12,6,-2.1,-12,23,36,4,0,-6
Cc1cc2nc(N)sc2cc1[N+](=O)[O-],2,1,1.4,-7,20,20,22,8,-1
CCc1cc2ccc(OC)cc2nc1SCC(=O)N1CCN(C(=O)c2ccco2)CC1,-3,-4,0.8,12,38,22,-18,1,-3
O=C(CNS(=O)(=O)c1ccc(Br)cc1)N1CCOCC1,6,4,0.1,-7,1,-18,-8,3,0
CCSc1ncc(Cl)c(C(=O)Nc2ccc(S(N)(=O)=O)cc2)n1,18,4,1.3,-9,5,-3,3,0,-1
CC(C)[C@H](NC(=O)C1CCN(S(=O)(=O)c2ccccc2)CC1)C(=O)NCc1ccc(F)cc1,1,-3,2.4,-7,-1,-1,21,-1,2
COc1ccc(C2CC(C(F)(F)F)n3nc(C(=O)NCc4cn(C)nc4C)c(Cl)c3N2)cc1 (stereo unspecified),4,-6,-1.4,1,11,-7,11,-6,-2
COc1cnc(SC(C)C)[nH]c1=O,5,-6,-0.9,-16,-6,23,-10,-1,-1
CC(=O)c1c(C)n(-c2ccccc2Br)c2ccc(O)cc12,5,2,0.6,8,-2,47,7,3,0
Cc1ccc(S(=O)(=O)N2CCOC23CCN(C(=O)c2ccc(Cl)cc2Cl)CC3)cc1,1,4,-0.3,9,26,24,16,-1,2
CCSc1nnc(NC(=O)c2cccc(S(=O)(=O)N(C)c3ccccc3)c2)s1,3,-7,2.0,6,10,-24,24,-1,7
CC(=O)Nc1ccc(SCCN2CC[C@@H](C(C)(C)C)CCC2=O)cc1,-1,3,-0.7,2,39,0,-7,-2,-2
CCc1nc2ccc(C(=O)N3CCN(c4cc(C)ccc4C)CC3)cc2nc1CC,18,0,2.0,21,38,27,17,-4,-4
Cc1cccc(NC(=O)CSc2ccc(-c3ccccn3)nn2)c1C,8,3,1.0,6,11,-2,-13,-2,-3
CC(C(=O)N1CCN(C2c3ccccc3-c3ccccc32)CC1)N1C(=O)c2ccccc2C1=O (stereo unspecified),8,3,1.1,0,5,11,8,-1,-1
Cc1ccc(-c2nc(NC(=O)CSc3nnc(C)s3)ns2)cc1,3,-5,5.2,1,19,5,-46,-1,-1
Cc1nn(Cc2ccc(Cl)cc2)c(=O)n1N(C)c1ncc(C(F)(F)F)cc1Cl,7,1,1.4,3,5,-14,-6,0,-7
CSCCC(NC(=O)c1ccco1)C(=O)NC1CCCCCC1 (stereo unspecified),0,-1,0.5,5,11,11,9,-3,1
Cc1cc(C)c(NC(=O)CN2CCCCCC2)c(C)c1,10,0,3.0,1,11,-10,3,0,1
Cc1cccc(C(=O)NNC(=O)c2n[nH]c(=O)c3ccccc23)c1C,0,6,1.4,1,3,20,3,2,3
CCC(C)NC(=O)Cn1c(=O)n(CCCCCC(=O)Nc2ccccc2)c(=O)c2sccc21 (stereo unspecified),-8,-2,-0.2,-1,9,-4,3,-2,-2

# Reprinted at random: 3 entries already listed, in no set order.
SMILES,CCR6 antag,CXCR6 inh,UPR CHOP act,EBI2 block,tim23-1 inh,Mdm2 MdmX PPI,APJ antagonist,XBP1 UPR activ,APJ agonist
CC(C(=O)N1CCN(C2c3ccccc3-c3ccccc32)CC1)N1C(=O)c2ccccc2C1=O (stereo unspecified),8,3,1.1,0,5,11,8,-1,-1
Cc1cccc(C(=O)NNC(=O)c2n[nH]c(=O)c3ccccc23)c1C,0,6,1.4,1,3,20,3,2,3
Cc1cc(C)c(NC(=O)CN2CCCCCC2)c(C)c1,10,0,3.0,1,11,-10,3,0,1

# Next entries.
SMILES,CCR6 antag,CXCR6 inh,UPR CHOP act,EBI2 block,tim23-1 inh,Mdm2 MdmX PPI,APJ antagonist,XBP1 UPR activ,APJ agonist
C(=N/N1CCN(c2ccccc2)CC1)/c1cccs1,-2,-1,5.7,13,15,-30,2,0,-3
Cc1nc(SCC(=O)NC(C)(C#N)C2CC2)c2c(-c3cccs3)csc2n1 (stereo unspecified),16,0,2.4,0,27,23,6,-3,1
COc1ccccc1NC(=O)N(Cc1ccco1)Cc1cc2cc(C)cc(C)c2[nH]c1=O,-4,6,-1.0,11,18,53*,2,-3,-3
COc1ccc(/C=C2/SC(=S)N(CCCC(=O)Nc3cccc(O)c3)C2=O)cc1,25,1,-6.8,12,27,83*,19,-7,-2
O=C(c1ccc(Cl)c(S(=O)(=O)N2CCCCC2)c1)N1CCCCCC1,21,4,3.0,-1,38,26,19,0,-1
C=CCn1c(-c2ccc(S(=O)(=O)N3CCOCC3)cc2)csc1=Nc1ccccc1,22,9,0.7,15,7,1,3,3,8
O=S(=O)(Nc1ccccn1)c1ccc(Oc2ccccc2)cc1,-3,-3,-1.5,-9,9,27,-8,2,-4
COc1ccc2cc([C@H](C)C(=O)N(C)Cc3ccccc3N3CCCC3)ccc2c1,22,20,-0.1,23,2,-16,-4,4,-2
NS(=O)(=O)c1cccc(NC(=O)CSc2nc3ccccc3c(=O)n2Cc2ccco2)c1,17,5,0.3,2,12,11,15,1,-1
CN1CCN(c2ccccc2NC(=O)COc2ccc(Cl)cc2)CC1,11,-10,-0.6,-11,7,25,-8,-3,6
C/C(CCC(=O)O)=N/Nc1ccc([N+](=O)[O-])cc1[N+](=O)[O-],5,-5,0.8,-12,7,1,-13,2,-1
CN(C)c1ccc(NC(=O)c2ccc3nc[nH]c3c2)cc1,1,-7,5.0,-6,-1,-25,-13,0,3
O=C(Cn1nnc(-c2ccccc2F)n1)NCCc1ccccc1,-5,12,-0.7,-6,-1,7,6,0,-1
CC(=O)c1cccc(NC(=O)C(C)OC(=O)c2cc(=O)[nH]c3ccccc23)c1 (stereo unspecified),15,-8,0.6,12,15,14,15,2,2
COC1CCN(C(=O)c2ccc(OC3CCN(Cc4ccccn4)CC3)cc2)CC1,1,2,-0.3,1,18,2,29,-1,-2
Cc1ccccc1-c1nc(CS(=O)CC(=O)NC(C)CCc2ccccc2)c(C)o1 (stereo unspecified),9,2,-2.9,1,23,-18,-14,-9,19

# The list is partial; the hit share may differ from the screen's.
